# PV pol inh – poliovirus RNA polymerase inhibition; poliovirus polymerase elongation, fluorescence polarization; stronger effect = lower value; % elongation, % (compound at 16.7 µg/mL); P03300; AID 588519; hit rate 0.66% among 150,000; in the data active means % elongation below about 90%; further: some results filed as inactive read as strong as hits
# Target sequence (P03300 1749-2209 limits assumed): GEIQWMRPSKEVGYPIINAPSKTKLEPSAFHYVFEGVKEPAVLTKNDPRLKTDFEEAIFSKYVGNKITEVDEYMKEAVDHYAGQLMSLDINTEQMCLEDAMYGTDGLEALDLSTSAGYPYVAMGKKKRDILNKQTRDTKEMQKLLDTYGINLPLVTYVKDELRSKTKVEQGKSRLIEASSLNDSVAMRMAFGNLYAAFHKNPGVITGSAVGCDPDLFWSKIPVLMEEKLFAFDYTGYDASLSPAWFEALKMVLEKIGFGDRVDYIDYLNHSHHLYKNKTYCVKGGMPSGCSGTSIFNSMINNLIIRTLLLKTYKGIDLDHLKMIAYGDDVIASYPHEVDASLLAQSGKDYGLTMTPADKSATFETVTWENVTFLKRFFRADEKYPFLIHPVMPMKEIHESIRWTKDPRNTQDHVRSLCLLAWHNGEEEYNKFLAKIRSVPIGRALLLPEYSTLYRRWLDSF
# PV pol inh FP z-score – also measured in PV pol inh; calls as there; z-score; measured here: FP z-score; hits read low
# The depositor's hits bear a star; & = joins results of further samples. This is a subset (hit frequency here may not be typical).
SMILES,PV pol inh,PV pol inh FP z-score
O=C(c1ccco1)N(Cc1cccnc1)c1nc2ccc(F)cc2s1,105,-0.4
O=C(CSc1nnc2scc(-c3ccccc3)n12)Nc1ccc(Cl)cc1,107,0.6
CCSc1nnc(-c2cccc(S(=O)(=O)N(C)C)c2)n1-c1ccc(F)cc1,105,0.4
Cc1cc(N2C(=O)CCC2=O)no1,104,0.1
COc1cc(NC(=O)Cc2noc3ccccc23)cc(OC)c1OC,105,-0.3
C[C@](N)(Cc1ccc(O)c(O)c1)C(=O)O,102&101,0.3&0.3
CCCOc1ccc(C(=O)Nc2cccc(NC(=O)c3cccc(Cl)c3)c2)cc1,107,0.6
CCc1c(C)sc(NC(=O)C2CC3CCC2C3)c1C(=O)OC (stereo not given),88*,-1.9*
O=C(CCc1ccc(O)cc1)N/N=C/c1coc2ccccc2c1=O,101,0
Cc1ccccc1CN1C(=O)c2ccccc2Sc2ccc(C(=O)OCc3ccco3)cc21,108,0.3

# Grouped by structure, the compounds so far containing four or more nitrogen atoms (two)
SMILES,PV pol inh,PV pol inh FP z-score
O=C(CSc1nnc2scc(-c3ccccc3)n12)Nc1ccc(Cl)cc1,107,0.6
CCSc1nnc(-c2cccc(S(=O)(=O)N(C)C)c2)n1-c1ccc(F)cc1,105,0.4

# New compounds follow:
SMILES,PV pol inh,PV pol inh FP z-score
COC(=O)c1ccc(C2c3c(oc4ccccc4c3=O)C(=O)N2c2nc(C)c(C(=O)OC)s2)cc1 (stereo not given),101,-0.6
Cc1ccc(S(=O)(=O)N2N=NC3C4CC(C5CC=CC54)C32)cc1 (stereo not given),106,0.4
C/C(=N\NC(=O)Cc1cccs1)c1ccc(S(=O)(=O)N2CCCC2)cc1,106,0.2
O=S(=O)(Cc1ccc2nonc2c1)c1ccc(C(F)(F)F)cn1,100,-0.7
CC(C)N(Cc1nnc(-c2ccccc2)o1)C(=O)CN1C(=O)COc2ccccc21,106,0.6
CC1CCN(C(=O)C(C)Sc2nnc3c(n2)[nH]c2ccccc23)CC1 (stereo not given),102,0.2
O=C(CC(=O)NCC1CCCO1)NCC1CCCO1 (stereo not given),100,-0.6
Cc1nc2scc(C)n2c(=O)c1S(=O)(=O)NCc1ccccc1Cl,100,-1.5
CCC1(c2csc(Nc3ccccc3C)n2)CCC(=O)O1 (stereo not given),102,0
N#CCSc1sc2c(O)cc(=O)[nH]c2c1C#N,99,-0.9

# Reprinted from the part before: 7 entries, then new ones.
SMILES,PV pol inh,PV pol inh FP z-score
O=S(=O)(Cc1ccc2nonc2c1)c1ccc(C(F)(F)F)cn1,100,-0.7
CC(C)N(Cc1nnc(-c2ccccc2)o1)C(=O)CN1C(=O)COc2ccccc21,106,0.6
CC1CCN(C(=O)C(C)Sc2nnc3c(n2)[nH]c2ccccc23)CC1 (stereo not given),102,0.2
O=C(CC(=O)NCC1CCCO1)NCC1CCCO1 (stereo not given),100,-0.6
Cc1nc2scc(C)n2c(=O)c1S(=O)(=O)NCc1ccccc1Cl,100,-1.5
CCC1(c2csc(Nc3ccccc3C)n2)CCC(=O)O1 (stereo not given),102,0
N#CCSc1sc2c(O)cc(=O)[nH]c2c1C#N,99,-0.9
CN(C)S(=O)(=O)c1ccc2ncn(O)c2c1,102,-0.1
O=C(NCc1ccccc1C(F)(F)F)c1ccc2ccccc2c1,102,0
CCN(Cc1ccccc1)C(=O)Cn1c(=O)n(-c2ccc(C)cc2)c(=O)c2ccccc21,101,-0.2
O=C1OC2CC3CCC2C1C3 (stereo not given),100,-0.3
CC12CNCC(C)(CN(Cc3ccccc3)C1)C2,99,-0.7
CCCCN(C)c1nc(-c2ccc(OC)cc2)nc2ccccc12,99,-0.8
CCOc1ccc(CNC(=O)c2cc3c(s2)-c2ccccc2OC3)cc1,106,0.5
CC1Cc2cc(S(=O)(=O)N3CCN(c4ccccc4F)CC3)ccc2N1C(=O)C1CCC1 (stereo not given),108,0.3
CCCNC(=O)Cn1ncc2c3ccccc3n(C)c2c1=O,100,-1.8
O=C(CN1C(=O)CCc2ccccc21)NCc1ccccc1,102,0.5
CC1CCN(S(=O)(=O)c2ccc3c(c2)N(CC(=O)NC(C)c2ccccc2)C(=O)CS3)CC1 (stereo not given),105,0.1
COc1ccc(C2=CC(=C(C#N)C#N)c3cc4c(cc3O2)OCO4)cc1,99,-0.3
CCc1nn(CC(=O)NCCc2ccc(OC)cc2OC)c(=O)c2cc3sccc3n12,100,-1.9
O=C(COc1ccccc1)N(Cc1cccnc1)c1nc2c(F)cccc2s1,110,0.8
CCc1ccc(NS(=O)(=O)c2cc(Br)cc3c2N(C(C)=O)CC3)cc1,104,0
CCOC(=O)c1ccc(-n2cnc3c2C(=O)c2ccccc2C3=O)cc1,105,0.4
CCc1ccc(CNc2ncnc3onc(-c4ccc(Cl)cc4)c23)cc1,102,-1.4
Cc1cc(Cl)ccc1NC(=O)CCCn1nc(C)c2c(C)n(-c3ccccc3)nc2c1=O,110,0.3
C/C(=N\NC(=O)c1ccc(CN2CCOCC2)cc1)c1ccc2c(c1)OCCO2,102,0.7
O=C(Nc1ccc(OCc2ccccc2)cc1)NC1CCCc2ccccc21 (stereo not given),105,0.1
Cn1c(=S)[nH]c2cc(S(N)(=O)=O)ccc21,90*,-2.1*
NC(=O)CSc1nnc(CNc2ccc(Cl)cc2)n1Cc1ccccc1,101,-0.1
CN1CCC(OC(=O)COc2ccc(F)cc2)CC1,104,0.5
CCc1ccc(C(=O)NC(Cc2c[nH]c3ccccc23)C(=O)OCC(=O)c2ccc(Br)cc2)cc1 (stereo not given),101,-0.8
CN(Cc1ccccc1)C(=O)c1cc2c(Cl)nc3ccccc3c2s1,103,0.3
NC(=O)C1CCN(S(=O)(=O)c2ccc(N3CCCCS3(=O)=O)cc2)CC1,106,0.1
CCOC(=O)C1CCCN(S(=O)(=O)c2ccc3[nH]c(=O)ccc3c2)C1 (stereo not given),108,0.1
COc1ccc(CNC(=O)CCNS(=O)(=O)c2ccc3c(c2)CCCC(=O)N3)cc1,104,-0.9
FC(F)(F)c1cccc(-c2ccc(-c3nn4c(-c5ccco5)nnc4s3)o2)c1,102,0.2
O=C(CSc1nccc(=O)[nH]1)c1ccc(Br)cc1,101,-0.3
Cc1cc(C)cc(NC(=O)c2ncn(-c3ccccc3)n2)c1,109,1.1
Cc1cccc(NC(=O)c2cc(S(=O)(=O)N3CCc4ccccc43)ccc2F)c1C,102,-1.1
O=C(CSC1CCCCC1)c1ccccc1F,99,-1.2
CCOC(=O)c1ccc(NC(=O)c2c(NCc3cccs3)sc3c2CCCCC3)cc1,127,3.5
COc1ccc2nc(NNC(=O)C3COc4ccccc4O3)sc2c1 (stereo not given),100,-0.7
CCNc1nc(Oc2ccc(=O)n(-c3ccccc3)n2)nc(N(C)C)n1,109,0.7
O=C(OCc1ncc(-c2ccccc2)o1)c1cc(=O)[nH]c2ccccc12,101,0.1
Cc1ccc(Cc2cnc(N)s2)o1,102,0.2
Cc1cccc(-n2c(N)cc(=O)nc2SC(C)C(=O)Nc2ccccc2)c1 (stereo not given),100,-0.4
CC(=O)c1cccc(NC(=O)Nc2c(C)n(C)n(-c3ccccc3)c2=O)c1,109,0.3
Cc1ccc(NC(=O)N2CCN(c3cnccn3)CC2)cc1,102,0.1
Cc1nnsc1-c1nnc(SCC(=O)N(c2ccccc2)C2CCCCC2)n1C1CC1,103,-0.2
O=C(NOC(=O)c1ccccc1)c1ccccc1,99,-0.5
O=C(CN1CSCC1=O)Nc1nc(SCc2ccccc2)ns1,120,2.5
NC[C@@H]1CCCN2CCCC[C@H]12,105,0.1
NC(=S)Cc1nc2ccccc2[nH]1,129,2.6
C/C(N)=C(/C#N)C(=O)CSc1nnc(C(F)(F)F)n1N,104,0.6
CCC(C)NC(=O)Cn1c(=O)n(-c2cc(OC)cc(OC)c2)c(=O)c2ccccc21 (stereo not given),108,0.7
Cc1nc(C(F)(F)F)ccc1-c1nnc(SCc2ccc(OC(F)(F)F)cc2)o1,101,-0.1
CC(=O)Nc1ccc(-c2nn3c(C)nnc3s2)cc1,103,0.4

# Continuation:
SMILES,PV pol inh,PV pol inh FP z-score
CC1CCN(S(=O)(=O)c2ccc(CN3C(=O)c4cccnc4C3=O)cc2)CC1,102,-0.1
O=C(CCCSc1nnc(Nc2ccccc2F)s1)N1CCOCC1,105,0.4
O=C(CN1CCOCC1)NN1CC(=O)N(c2ccccc2)CC1=O,100,-0.1
CCOc1ccc(-n2cc(-c3ccccc3)c3c(NC(C)C)ncnc32)cc1,106,1.7
CCCNC(=S)N1CCN(S(=O)(=O)c2ccc(OC)c(OC)c2)CC1,102,0.8
CC1CCCC(NC(=O)c2ccc3c(SCC(=O)O)c4c(nc3c2)CCC4)C1C (stereo not given),100,-0.2
COC(=O)c1ccc(NS(=O)(=O)c2ccc3[nH]c4c(c3c2)CCCC4)cc1,104,-0.3
O=C(Cn1c(COc2ccc(Cl)cc2)nc2ccccc21)NCc1ccco1,104,0.1
COc1ccc(-c2nnc(Nc3ccc(OCC(N)=O)cc3)c3ccccc23)cc1,102,-0.5
O=C(Nc1nnc(C2CC2)o1)c1ccc(S(=O)(=O)N2CCCCC2)cc1,103,1.1
CC(C)(C)P(=NC(=S)Nc1ccccc1)(N1CCOCC1)N1CCOCC1,104,0.3
CCOc1ccc(C2=NC(c3ccc(OC)cc3)=Nc3ccc(Cl)cc3N2)cc1,108,-0.1
O=C(CSc1nnnn1Cc1ccccc1)c1ccccc1,101,-0.2
CCOC(=O)C(C)Sc1nc(-c2ccc(OC)cc2)nc2c1c(=O)n(C)c(=O)n2C (stereo not given),103,0.4
CCOc1ccccc1CNC(=O)c1cccn1-c1nnc(N2CCCC2)s1,104,-0.5
CC1=CCC2(CC1)COC(C)(CC(=O)NN)OC2 (stereo not given),100,-0.3
CCCCc1c(O)c2cccc3c4ccccc4n(c1=O)c23,99,-0.6
S=c1[nH]nc(-c2ccncc2)n1C1CCCC1,101,0
CN(C)c1ccc(NC(=S)N=P(c2ccncc2)(N(C)C)N(C)C)cc1,101,0.1
O=C(Nc1ccc(F)cc1)C1CC(=O)N(CCc2ccccc2)C1 (stereo not given),103,0
CC(=O)Nc1ccc(NC(=O)CC(C)n2ccc(C)n2)cc1 (stereo not given),98,-2.1
CC1=CSC2=NC(=O)/C(=C\c3ccc(SCc4ccc(Cl)cc4)o3)C(=N)N12,77,-4
CCOc1ccc(C2C(=O)N(C3CCCCC3)CC(=O)N2CCC2=CCCCC2)cc1OC (stereo not given),111,0.4
CCc1ccc(NS(=O)(=O)c2ccc3[nH]cc(C(=O)NCc4ccc(C)cc4)c(=O)c3c2)cc1,103,-1.6
N#CC1CCN(CCS(=O)(=O)c2ccc(Cl)cc2)CC1,105,1
Cc1[nH]n(-c2ccccc2)c(=O)c1/C=N/NC(=O)c1ccccc1,104,0.7
CCN1CCN(c2ncc3c(n2)CCN(Cc2ccccc2C)C3)CC1,110,0.6
CC(C)(C)c1ccc(C(=O)NCc2nnc(SCC(=O)Nc3ccc4c(c3)OCO4)o2)cc1,103,0.3
Cn1nc(-c2ccccc2F)c2cc(C(=O)NCc3cccc(Cl)c3)sc21,104,-0.8
O=C1CCC(C(=O)NC2CCCCCC2)=NN1,108,0.7
CCOC(=O)c1cnc2ccc(OCC)cc2c1NCCN(C)C,101,0
O=C(/C=C/c1cn(-c2ccccc2)nc1-c1cc2ccccc2o1)N1CCOCC1,102,-0.1
CCOC(=O)N1CCc2c(sc(NCc3cc(OC)ccc3OC)c2C(=O)Nc2cc(OC)ccc2OC)C1,106,0.3
CCOC(=O)c1oc2ccccc2c1COC(=O)c1ccc(S(=O)(=O)N2CCCC2)cc1,101,0
CC1CCC(NS(=O)(=O)c2ccc3c(c2)oc(=O)n3C)CC1 (stereo not given),101,-0.4
COc1ccc(C)cc1NC(=O)C(=O)NCC(c1cccnc1)N1CCc2ccccc21 (stereo not given),112,0.9
Cc1ccc(NC(=O)C2CCCN2S(=O)(=O)c2cccc3cccnc23)c(C)c1 (stereo not given),101,-1.1
Cc1cccc2c1N(Cc1ccccc1OCCC(C)C)C(=O)C2=O,106,-0.1
CCOC(=O)N1CCc2c(sc3c2c(=O)n(Cc2ccccc2)c(=O)n3Cc2ccccc2Cl)C1,105,0.2
Cc1cc(C)c(O)c(N)c1,105,0.8

# Whole records from above. Order of values: PV pol inh	PV pol inh FP z-score
# O=C(/C=C/c1cn(-c2ccccc2)nc1-c1cc2ccccc2o1)N1CCOCC1 is listed with 102	-0.1
# Cc1ccc(NC(=O)C2CCCN2S(=O)(=O)c2cccc3cccnc23)c(C)c1 (stereo not given) is listed with 101	-1.1
# CC1CCC(NS(=O)(=O)c2ccc3c(c2)oc(=O)n3C)CC1 (stereo not given) is listed with 101	-0.4
# Cc1cccc2c1N(Cc1ccccc1OCCC(C)C)C(=O)C2=O is listed with 106	-0.1
# CCOC(=O)N1CCc2c(sc3c2c(=O)n(Cc2ccccc2)c(=O)n3Cc2ccccc2Cl)C1 is listed with 105	0.2

# Next part
SMILES,PV pol inh,PV pol inh FP z-score
O=C(c1ccccc1O)N1N=C(C(F)(F)F)CC1(O)C(F)(F)F (stereo not given),106,0.5
O=C(NCC1COc2ccccc2O1)c1cn(-c2ccc(F)cc2)nn1 (stereo not given),104,1.2
O=C(Nc1ccccc1)N1CCCC(c2nc(-c3cccs3)no2)C1 (stereo not given),102,0.1
c1coc(-c2cn3c(n2)sc2ccccc23)c1,108,2.6
COc1nc(N2CCc3ccccc32)nc(N2CCc3ccccc32)n1,104,0
CCCOc1ccc(NC(=O)CC2C(=O)N(c3ccc(C)cc3)C(=O)N2C(C)C)cc1 (stereo not given),112,1.1
Cc1ccc2c(c1)c1c3n2CCN(C/C(=N/O)c2ccc(Br)cc2)C3CCC1 (stereo not given),105,0.9
Cc1ccc(Nc2ccc(N3CCN(C(=O)c4cccc([N+](=O)[O-])c4)CC3)nn2)cc1,108,0.3
O=c1ccc(C(F)(F)F)cn1Cc1ncc(-c2ccccc2)o1,104,0.1
COc1ccc2c(c1)c(C(=O)O)c(C)n2C1CCCCC1,99,-0.1
Cn1c(=O)oc2cc(N)ccc21,101,-0.3
COCCNCc1ccccc1,110,0.9
CCn1c(-c2ccc3c(c2)OCCO3)cnc1SCC(=O)Nc1ccccc1C(=O)NC1CC1,96,-1.2
